FAK blocker: inhibitors of human focal adhesion kinase | Q05397 | inhibition, %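 (tested at 7 µM)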 | biochemical FAK kinase activity assay | 0.84% of 97,000 active; in the data active = inhibition above about 19%;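 note: 0% = DMSO and 100% = reference compound high control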
EphB4 ephrin blk: EphB4-ephrin-B2 interaction antagonism | P54760 | EphB4 LBD / TNYL-RAW-Alexa532 peptide, fluorescence polarization | inhibition, % at 7 µM | 0.15% of 97,000 active;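 active = inhibition above the screen-wide mean inhibition plus 3 SD, cut at about 15% in these data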;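 note: 0% = DMSO wells and 100% = excess unlabeled TNYL-RAW peptide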
PTPN22 act: LYP (human) phosphatase activation; activation, % at 2 µM; recombinant LYP, DiFMUP fluorescence; 0 = plate median, 100 = signal doubled; AID 697; 0.11% of 96,000 active;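 active = activation at 2 µM above a set limit, the mean plus 5 SD, cut at about 37% in these data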
PostGolgi yeast: growth inhibition of a yeast mutant, post-Golgi transport screen; post-Golgi transport phenotypic cell assay; inhibition, % at 10 µM; 0.9% of 98,000 active; AID 739;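 note: yeast cells grown in 1536-well plates; yeast grown about 18 h at 30C before absorbance read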
Rev-RRE block: disrupts HIV-1 Rev binding to RRE RNA; Rev peptide-RRE RNA binding, FRET; P05866; AID 704; inhibition, % at 8 µM; 0.79% of 97,000 active;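 active = inhibition above the screen-wide mean plus 3 SD, cut at about 35% in these data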;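 note: 0% = median DMSO wells and 100% = median Neomycin B control wells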
Target sequence (P05866 whole entry, looked up): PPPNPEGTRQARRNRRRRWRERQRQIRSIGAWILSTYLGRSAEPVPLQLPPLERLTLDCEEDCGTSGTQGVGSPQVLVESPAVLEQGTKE
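Test system – labelled RRE RNA duplex and labelled Rev peptide · Reagent – labelled Rev peptide · Doses – one concentration, 8 µM nominal · Incubation – 5 + 15 min at 25 °C · Signal – FRET fluorescence readout · Read-out basis – % inhibition of FRET ratio versus controls · Control set – DMSO wells as 0% and neomycin B wells as 100% inhibition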
S1P2 ag: S1P2 (human) receptor agonism. S1P2-expressing cell line, agonist reporter read-out. AID 729. 0.46% of 97,000 active. O95136. activation, % at 4.5 µM; in the data active = activation above about 16%;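 note: 0% = vehicle low control and 100% = maximal reference agonist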
Target sequence (O95136 whole entry, looked up): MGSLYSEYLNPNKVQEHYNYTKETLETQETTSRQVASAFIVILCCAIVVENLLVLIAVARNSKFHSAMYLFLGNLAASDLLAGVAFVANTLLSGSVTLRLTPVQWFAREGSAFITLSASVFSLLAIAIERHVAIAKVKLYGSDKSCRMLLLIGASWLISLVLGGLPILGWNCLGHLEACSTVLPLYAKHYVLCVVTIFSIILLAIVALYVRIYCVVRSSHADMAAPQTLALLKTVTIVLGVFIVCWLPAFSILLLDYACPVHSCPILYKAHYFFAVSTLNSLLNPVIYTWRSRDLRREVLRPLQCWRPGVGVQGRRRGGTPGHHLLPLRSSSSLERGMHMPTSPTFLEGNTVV
PostGolgi ctrl: yeast control strain growth, post-Golgi counter-screen | efflux-deficient yeast background strain, growth absorbance A615, 16 h | inhibition, % at 10 µM | 5% of 98,000 active
S1P2 antag: blocks the human S1P2 receptor | cell-based S1P2 antagonist assay, inhibition at 5 uM | inhibition, % at 5 µM | 0.21% of 97,000 active | AID 736; in the data active = inhibition above about 45%;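 note: CRE beta-lactamase reporter cells expressing human S1P2 stimulated with S1P; 0% = agonist at EC80 alone and 100% = agonist plus reference antagonist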
PTPN22 inh 2: inhibitors of human LYP (PTPN22) phosphatase. Q9Y2R2. recombinant LYP catalytic domain, DiFMUP fluorescence. inhibition, % at 2 µM. 0.21% of 96,000 active;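 active = inhibition at 2 µM at or above a set limit, the screen mean plus 3 SD, cut at about 24% in these data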;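 note: 0% = DMSO with enzyme and 100% = enzyme fully blocked by orthovanadate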
The depositor's hits bear a star; / = no result given. Cut-off read from the data, not from the text of the source, unless noted: active = inhibition above about 30%; inactive = the rest.

SMILES | FAK blocker | EphB4 ephrin blk | PTPN22 act | PostGolgi yeast | Rev-RRE block | S1P2 ag | PostGolgi ctrl | S1P2 antag | PTPN22 inh 2
CCOC(=O)c1c(C)n(Cc2ccc3c(c2)OCO3)c2ccc(O)cc12 | 2 | -1 | 3 | 3 | 12 | -6 | 2 | 1 | -2
CCOc1cccc(CNC2CN3CCC2CC3)c1 (stereo not drawn) | 0 | 0 | 12 | 6 | 2 | -3 | 7 | 16 | -9
Clc1cccc(Cl)c1CN1CCN(c2ccccc2)CC1 | -3 | 0 | -1 | -20 | 2 | -3 | 11 | -14 | 0
CCC(=O)c1cn(Cc2ccc(C#N)cc2)c2ccccc12 | 0 | 0 | -1 | 0 | 10 | -1 | 16 | -19 | 2
O=C(c1ccc2c(=O)n(Cc3ccc4c(c3)OCO4)c(=S)[nH]c2c1)N1CCC2(CC1)OCCO2 | 1 | -5 | -4 | -1 | -3 | -6 | 8 | 5 | 2
Cc1ccc2c(c1)C1CN(C)CCC1N2C(=O)COc1ccc(S(=O)(=O)N2CCOCC2)cc1 (stereo not drawn) | -2 | -6 | 5 | 4 | -2 | -3 | -2 | 10 | -10
CC1=NOC2(C)Nc3ncnn3C(c3ccccc3)C12 (stereo not drawn) | -2 | 3 | -10 | -2 | 10 | -5 | 11 | 6 | 6
CNCCc1c(C)n[nH]c1C | 1 | 0 | -7 | 1 | 11 | -5 | -4 | 9 | 6
O=C(c1cc2cc3ccc(Cl)cc3nc2o1)N1CCC2(CC1)OCCO2 | -5 | 4 | 13 | 2 | 2 | -7 | 11 | 23 | -15
CCN1CCN(C(=O)Cc2coc3ccc4ccccc4c23)CC1 | -2 | -2 | -10 | -5 | 6 | -6 | 0 | -4 | 10
CCCCC(=O)C1C(=O)NC(=O)NC1=O | 1 | 12 | 5 | 2 | 10 | 0 | 16 | 4 | -2
CCN1CCN(c2nc3c(c(=O)[nH]2)CCCC3)CC1 | 0 | -10 | -3 | 0 | 5 | -7 | 5 | 13 | 2
CCC(C)N1CCN(C(=O)Cc2ccccc2)CC1 (stereo not drawn) | -2 | -2 | 5 | -2 | 5 | -7 | 3 | -11 | -2
O=C(CN1CCCC1=O)N1CCOCC1 | 7 | 3 | 0 | -5 | 8 | -4 | -1 | 16 | 4
COc1ccc(OC)c(N2C(=O)NC(=O)C3(Cc4cc(C)ccc4N(C)C3)C2=O)c1 (stereo not drawn) | 8 | 4 | 0 | -2 | 4 | -8 | -4 | 11 | -2
Cn1c(O)c(C=NCCN2CCN(C(=O)c3ccccc3)CC2)c(=O)n(C)c1=O | 4 | 3 | 1 | 6 | 8 | 1 | 10 | 21 | -3
Cc1cccc(N2C(=O)CC(=O)NC2=O)c1 | 4 | 4 | -8 | 5 | 12 | -3 | 14 | -1 | 4
C=CCn1c(O)c(C(CC)=NCCC2=CCCCC2)c(=O)[nH]c1=O | 7 | -1 | -3 | 4 | 4 | -2 | 38* | -2 | 3
O=[N+]([O-])c1ccc(N2CCNCC2)c2ncccc12 | 1 | -2 | 4 | 19 | 5 | -10 | 6 | 1 | -7
O=c1[nH]c(=O)n(Cc2ccc(F)cc2)c(O)c1C=NCCN1CCCCC1 | 0 | -9 | 9 | 18 | 6 | -6 | 33* | -16 | -10
O=C(COc1ccc(Cl)cc1)N1CCN(Cc2ccccc2)CC1 | 3 | -9 | 11 | -2 | 5 | -4 | 4 | 10 | -14
COC(=O)C(C)Oc1cc(C)cc2oc(=O)c3c(c12)CCC3 (stereo not drawn) | 5 | -6 | 1 | 6 | 2 | -1 | 6 | -7 | -3
CN1C(=O)N(C)C(=O)C2(Cc3ccccc3N3CCOCC32)C1=O (stereo not drawn) | -1 | 1 | 5 | -2 | 14 | -2 | 4 | 0 | -10
OC(c1ccccc1)(c1ccccc1)C1CCCN1 (stereo not drawn) | 2 | -4 | 8 | 4 | 4 | -4 | 7 | -7 | -5
CCOC(=O)c1c(C)n(Cc2ccco2)c2c1cc(O)c1ccccc12 | 1 | 5 | 34 | 5 | 7 | -7 | 11 | -2 | -30
Cc1ccc2nc(N3CCN(C)CC3)[nH]c2c1 | 5 | -6 | 1 | -7 | 7 | -9 | 20 | 0 | 3
CCN1CCN(Cc2cc(Br)cc(Br)c2O)CC1 | 1 | 2 | 6 | -2 | 2 | -2 | 10 | 3 | -5
Cc1cc(C)c(C(=O)CN2CCOCC2)c(C)c1 | 1 | -2 | -7 | 20 | 5 | -3 | -5 | 1 | 6
CC(C)CCP(=O)(O)c1ccccc1 | 2 | 0 | -3 | -8 | 2 | 0 | 4 | -5 | 1
Cc1nn(-c2ccccc2)c2c1C(c1ccc3c(c1)OCO3)SCC(=O)N2 (stereo not drawn) | 1 | -2 | 2 | 2 | 10 | -1 | 3 | -11 | 0

Single records (already shown). Order of values: FAK blocker	EphB4 ephrin blk	PTPN22 act	PostGolgi yeast	Rev-RRE block	S1P2 ag	PostGolgi ctrl	S1P2 antag	PTPN22 inh 2
`CCC(C)N1CCN(C(=O)Cc2ccccc2)CC1` (stereo not drawn) as listed: -2	-2	5	-2	5	-7	3	-11	-2
`Cc1ccc2c(c1)C1CN(C)CCC1N2C(=O)COc1ccc(S(=O)(=O)N2CCOCC2)cc1` (stereo not drawn) as listed: -2	-6	5	4	-2	-3	-2	10	-10

(continued)
SMILES | FAK blocker | EphB4 ephrin blk | PTPN22 act | PostGolgi yeast | Rev-RRE block | S1P2 ag | PostGolgi ctrl | S1P2 antag | PTPN22 inh 2
O=C(c1c[nH]cc1-c1ccccc1)c1cccc2ccccc12 | 2 | 2 | 12 | / | 3 | -8 | / | 23 | -10
COc1ccc(Oc2cc(NC(=O)c3nn(C)cc3[N+](=O)[O-])cc([N+](=O)[O-])c2)cc1 | 2 | -4 | 2 | 0 | 3 | 0 | 6 | 14 | -2
O=C1CC(N2CC=C(c3ccc(F)cc3)CC2)C(=O)N1c1ccc(F)cc1 (stereo not drawn) | -1 | -7 | -1 | -39 | 11 | -3 | 18 | -19 | 3
COc1ccc(-n2c(O)c(C(C)=NCc3ccco3)c(=O)[nH]c2=O)cc1 | -2 | -3 | -5 | -4 | 6 | -2 | 38* | 3 | 3
CCCC(=O)C1C(=O)NC(=O)NC1=O | 1 | -12 | 0 | -3 | 4 | 1 | -7 | 2 | -1
CCCCn1c(O)c(C(CC)=NCc2ccc(F)cc2)c(=O)[nH]c1=O | 3 | 12 | -6 | 23 | 9 | -1 | 31* | 4 | 7
CSCCC(N=Cc1c(O)n(-c2ccc(F)cc2)c(=O)[nH]c1=O)C(=O)OC(C)(C)C (stereo not drawn) | -3 | 7 | -4 | 6 | 6 | -4 | 2 | -11 | 4
CNCCCc1ccccc1 | -3 | 4 | 4 | -1 | 8 | -9 | 6 | 6 | -2
COc1ccccc1NC1=NCCS1 | 0 | -3 | 0 | 5 | 6 | -2 | 0 | -15 | 2
O=C(COC(=O)Cc1ccccc1)Nc1ncc(Cl)cc1Cl | 0 | 4 | 0 | 2 | 5 | -7 | -2 | 6 | 1
Cc1c(N=Cc2c(O)n(CCc3ccc(F)cc3)c(=O)[nH]c2=O)c(=O)n(-c2ccccc2)n1C | 0 | 2 | 0 | 2 | 9 | -7 | 8 | -8 | -1
CN(C)c1ccc(C(=O)c2ccc(N(C)C)cc2)cc1 | 3 | 0 | 5 | 7 | 7 | -4 | 7 | -23 | -7
CCCCCCCC(=O)NC(Oc1ccccc1[N+](=O)[O-])C(Cl)(Cl)Cl (stereo not drawn) | -1 | -1 | -8 | 5 | 9 | -1 | 9 | -19 | 9
CON(C)C(=O)Nc1ccc(Cl)cc1 | 0 | 3 | 0 | 10 | 7 | -2 | -1 | 10 | 0
O=P1(Nc2cccnc2)COc2ccccc2OC1 | 2 | -10 | 5 | 20 | 0 | -3 | -10 | 18 | -5
COc1ccc2c(c1OC)C(=O)OC2c1c(O)n(C2CCCCC2)c(=O)[nH]c1=O (stereo not drawn) | 1 | 3 | -6 | -4 | 5 | -2 | 7 | -14 | 5
COc1cc(-n2c(=S)[nH]c3ccccc3c2=O)c(Cl)cc1Cl | 3 | -11 | 12 | 12 | 0 | 1 | 9 | -9 | -7
CCOc1cc(C=C2C(=O)NC(=O)NC2=O)ccc1OS(=O)(=O)c1ccccc1 | 6 | 5 | -12 | -6 | 6 | -3 | 8 | -5 | 12
Cc1ccc(N2C(=O)CC(=O)NC2=O)cc1 | -1 | 1 | -4 | -5 | 15 | -6 | 3 | -2 | 3
CC(=O)c1cccc(NC2=NCC(C)S2)c1 (stereo not drawn) | -4 | -2 | -3 | -2 | 4 | -4 | -2 | 8 | 2
O=C(CCCCCn1c(=S)[nH]c2ccccc2c1=O)N1CCC2(CC1)OCCO2 | -2 | -2 | -2 | 2 | -1 | -3 | -7 | -18 | 1
CC(=O)Nc1ccc(OC(=O)N2CCCCC2)cc1 | 5 | 11 | -8 | 0 | 8 | -3 | 12 | 16 | 7
O=c1c2ccccc2nc(CSc2ncnc3nc[nH]c23)n1-c1ccccc1 | -2 | 2 | 11 | / | 0 | -1 | 25 | -16 | -15
COCCNC(=O)c1c(NC(=O)c2ccco2)n(Cc2ccccc2)c2nc3ccccc3nc12 | 3 | 5 | 3 | 2 | 23 | 0 | 3 | 5 | -2
CCCCCCn1c(O)c(C=NC2CCN(Cc3ccccc3)CC2)c(=O)[nH]c1=O | 1 | -2 | 1 | -4 | 5 | 5 | 7 | -54 | 0
CN1CCN(C(=O)COc2ccc(S(=O)(=O)N(C)Cc3ccccc3)cc2)CC1 | 3 | -4 | 3 | 2 | 2 | -10 | -12 | 3 | -1
O=c1[nH]c(O)c(/C=C2\C=NN=C2c2ccccc2)c(=O)[nH]1 | -2 | -1 | 12 | 13 | 7 | -2 | -7 | -2 | -13
O=c1c2ccccc2nc(-c2ccccc2)n1-n1cccc1 | 1 | -9 | -8 | 6 | -4 | -9 | 2 | -9 | 8
O=C1NC(=O)[C@]2(Cc3ccccc3N3CCN(c4ccccc4)CC32)C(=O)N1Cc1ccccc1 (stereo partly drawn) | -4 | 4 | -17 | -3 | 3 | -9 | 14 | -5 | 18
Cc1cnn(C2CCN(C)CC2)c1N | -1 | -7 | 36 | -1 | 0 | -4 | 16 | -11 | -42
Cc1nc2ccccc2c(=O)n1-c1cccc(O)c1 | -1 | -2 | 4 | 4 | 4 | -6 | 8 | 0 | -1
CCCC1(CCC)C(=O)NC(=Nc2ccccc2)NC1=O | 0 | -3 | 7 | -2 | 4 | -4 | 12 | -11 | -4
O=C(c1cc(-c2ccncc2)nc2ccccc12)N1CCC2(CC1)OCCO2 | 0 | -5 | -10 | 23 | 3 | 0 | 10 | 6 | 8
COc1cc2[nH]c(=O)n(-c3cccc(Cl)c3)c(=O)c2cc1OC | -3 | -2 | -5 | -11 | 3 | 0 | 17 | -2 | 4
CC1=C(C(=O)Nc2ccccc2)SCCO1 | 0 | 3 | 5 | 8 | 7 | -3 | 2 | 3 | -4
C=CCn1c(O)c(C=NCCN2CCNCC2)c(=O)[nH]c1=O | 0 | 2 | -8 | 6 | 9 | -4 | 4 | 10 | 10
Cc1cc(NC(=O)COC(=O)c2c(C)nn(Cc3ccccc3)c2Cl)no1 | 0 | -2 | -1 | -6 | 5 | -6 | 4 | 10 | 0
COc1cccc(C2=NOC(C(=O)N3CCC4(CC3)OCCO4)C2)c1 (stereo not drawn) | 0 | 0 | 4 | -4 | 2 | -7 | 6 | -1 | -5
C=CCn1c(=O)c(C=Nc2cccc([N+](=O)[O-])c2)c(O)n(CCCC)c1=O | 3 | 4 | -7 | 9 | 45* | -5 | 13 | 15 | 10
CCc1c(C)nc(N)nc1N1N=C1SC | 1 | -4 | 6 | 0 | 9 | -3 | 8 | -20 | -4
COC(=O)CC1(CC(=O)OC)C(=O)NC(=O)NC1=O | 10 | 13 | 0 | -1 | 10 | -8 | 0 | 25 | -1
CC(=O)Nc1ccc2c(c1)CC1(C(=O)N(C)C(=O)N(C)C1=O)C1CCCN21 (stereo not drawn) | -3 | -6 | -2 | -5 | 15 | -1 | 2 | -1 | 1
CN1CCC(O)(c2ccccc2)C2CCCC21 (stereo not drawn) | 2 | 2 | -6 | 0 | -1 | 0 | 0 | -10 | 5

Screening data (PubChem BioAssay)

These rows are one share of the data; the hit share may differ from the screen's.
